GLA spleen mod – inhibits or activates alpha-galactosidase in human spleen homogenate | P06280 | human spleen homogenate, 4MU-alpha-Gal fluorescence, 40 min | Potency, µM (doses to about 80 µM), for the others: at the top dose activity change, negative = inhibition, hits mostly inhibitors | 0.008% of 240,000 active | AID 2107;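 further: 0% = enzyme with vehicle and -100% = no enzyme basal signal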
Target sequence (P06280 32-429 limits assumed): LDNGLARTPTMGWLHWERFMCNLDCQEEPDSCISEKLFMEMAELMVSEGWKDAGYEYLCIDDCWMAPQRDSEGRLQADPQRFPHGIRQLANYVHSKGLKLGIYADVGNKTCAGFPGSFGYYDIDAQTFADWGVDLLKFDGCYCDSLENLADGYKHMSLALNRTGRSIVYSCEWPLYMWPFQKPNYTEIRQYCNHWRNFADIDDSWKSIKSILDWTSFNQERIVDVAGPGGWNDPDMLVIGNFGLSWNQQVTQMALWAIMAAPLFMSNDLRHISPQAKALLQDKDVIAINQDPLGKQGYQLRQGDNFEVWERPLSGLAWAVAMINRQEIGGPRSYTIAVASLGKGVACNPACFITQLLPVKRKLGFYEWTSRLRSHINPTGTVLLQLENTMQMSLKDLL
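Inhibition or activation of alpha-galactosidase in human spleen homogenate is scored by 4-MU fluorescence after 40 min at 37C, pH 5.0, with 1 mM substrate. AC50s come from concentration-response fitted to the Hill equation.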
aGlu spleen mod – inhibitors or activators of human alpha-glucosidase in spleen homogenate. P10253. human spleen homogenate, 4-MU-alpha-glucoside fluorescence. Potency, µM (top dose mostly 79.9 µM), inactives show top-dose activity change, negative = inhibition, usual class: inhibitors. 0.006% of 240,000 active. AID 2112;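 further: 0% = enzyme with vehicle and -100% = no enzyme basal signal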
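Compounds were titrated against alpha-glucosidase in spleen homogenate at pH 5.0, with 1 mM 4-methylumbelliferyl substrate for 40 min at 37 C. Reactions were quenched with pH 10 NaOH/glycine and fluorescence measured.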
Epigenetic derep – regulators of epigenetic silencing causing reporter derepression in mouse cells; murine LDR cells, GFP reporter derepression, 30 h; Potency, µM (top dose mostly 53.9 µM), for the others: at the top dose GFP activation, actives largely listed as activators; 0.2% of 280,000 active; AID 1865; further: % of control where 0% means no effect; nearly all actives have a fitted effect of over 60% in size
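Derepression of a silenced CMV-GFP reporter in murine LDR cells is scored by enumerating GFP-positive cells with a laser-scanning microplate cytometer after 30 hours of treatment at 37 C.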
NPSR antagonist – neuropeptide S receptor (human) antagonism, cAMP. AID 1461. Potency, µM (titrated, usually from 38.3 µM), for inactives: at the top dose activity change, negative = inhibition, usual class: inhibitors. 1% of 220,000 active. CHO-NPSR cells, cAMP TR-FRET, antagonist mode. Q6W5P4; further: on the % scale 0 is the no-effect control and ±100 the full control effect; nearly all actives have a fitted effect of over 50% in size; many of its hits are not listed in these tables
Tau fluor cs – counter-screen for tau fibril formation inhibitors; tau K18 P301L Alexa594 fluorescence, heparin fibrillization; Potency, µM (series often up to 57.7 µM), without a hit: at the highest dose activity change, negative = decrease; 0.93% of 280,000 active; AID 1463; further: on the % scale 0 is the no-effect control and ±100 the full control effect; nearly all actives have a fitted effect of over 55% in size
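Human tau K18 P301L (15 uM unlabeled, 0.24 uM Alexa 594-labeled) in 100 mM sodium acetate pH 7 with 20 uM heparin, 6 hr at 37 C. ThT 30 uM added, 1 hr ambient; Alexa 594 FP and total fluorescence read at 555/632 nm.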
GAA glycogen – alters human alpha-glucosidase cleavage of glycogen; recombinant GAA, glycogen substrate, Amplex Red glucose oxidase fluorescence; Potency, µM (highest dose often 76.4 µM), for the others: top-dose activity change, negative = inhibition, actives largely listed as inhibitors; 0.38% of 300,000 active;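 further: 0% = full enzyme reaction and -100% = no-enzyme basal signal; the screen sought inhibitors and activators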
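Recombinant human enzyme (4 nM); glycogen substrate; 37 C, 40 min, pH 5.0. Readout: coupled glucose oxidase/Amplex Red fluorescence.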
ALDH1A1 inh – inhibitors of human aldehyde dehydrogenase 1A1; P00352; Purified ALDH1A1, NADH fluorescence, propionaldehyde substrate; Potency, µM (titrated, usually from 75.3 µM), inactives show top-dose activity, negative = inhibition, hits mostly inhibitors; 7.3% of 220,000 active; active means well fitted inhibition curve with a large enough effect, not every such curve was filed as active; inconclusive means small, poorly fitted or top-dose-only effect, or another doubt; inactive means no such curve, though single readings can be large or run the other way;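 further: plate controls were no enzyme wells and a reference inhibitor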
Target sequence (P00352 whole entry, looked up): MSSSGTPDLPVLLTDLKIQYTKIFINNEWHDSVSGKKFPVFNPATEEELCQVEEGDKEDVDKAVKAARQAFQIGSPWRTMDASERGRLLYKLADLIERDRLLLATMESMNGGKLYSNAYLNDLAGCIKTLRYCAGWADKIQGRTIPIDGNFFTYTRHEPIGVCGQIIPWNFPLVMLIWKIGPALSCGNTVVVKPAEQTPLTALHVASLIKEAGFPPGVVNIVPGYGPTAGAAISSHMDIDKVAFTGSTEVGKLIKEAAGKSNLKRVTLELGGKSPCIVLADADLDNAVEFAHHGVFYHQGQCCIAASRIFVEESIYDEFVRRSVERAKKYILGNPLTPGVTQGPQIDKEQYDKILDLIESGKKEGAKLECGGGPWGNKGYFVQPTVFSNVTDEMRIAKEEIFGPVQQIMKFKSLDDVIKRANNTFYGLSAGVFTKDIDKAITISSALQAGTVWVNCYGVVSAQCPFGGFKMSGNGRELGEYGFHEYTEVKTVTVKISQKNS
GAA inhib – inhibitors of human lysosomal alpha-glucosidase. P10253. purified human GAA, 4-MU-alpha-glucoside fluorescence. Potency, µM (titrated, usually from 76.9 µM), without a hit: top-dose activity change, negative = inhibition, actives largely listed as inhibitors. 0.005% of 200,000 active. AID 1466;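 further: plate controls were uninhibited enzyme wells for no effect and no-enzyme background for full effect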
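Human alpha-glucosidase, 4 nM, pre-mixed with test compounds before 400 uM 4-methylumbelliferyl substrate; 20 min room temperature at pH 5.0. Fluorescence read after pH 10 stop; AC50 values from Hill-equation fits.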
The depositor's hits bear a star; ? = inconclusive; . = no result given; [ ] = another dose, or the depositor's remark. Unless noted, the call rests on the fitted dose curve; in most records, active means well fitted curve in the direction sought with a large enough effect; inconclusive means small, poorly fitted or top-dose-only effect, or another doubt; inactive means no such curve, though single readings can be large; an effect the other way counts as inactive or inconclusive. Potency means the concentration at half of the fitted maximal effect. A portion of the library; rates above refer to the full screens.

Labels used below: A = GLA spleen mod; B = aGlu spleen mod; C = Epigenetic derep; D = NPSR antagonist; E = Tau fluor cs; F = GAA glycogen; G = ALDH1A1 inh; H = GAA inhib
> COc1ccc(/C=N/NC(=O)c2ccc(Br)cc2)cc1CN1CCOCC1
  A = 12%; B = 7%; C = -1.0%; D = 0%; E = -9%; F = 6%; G = .; H = .
> CN(C)CCN(C(=O)c1cc(Cl)sc1Cl)c1nc2ccc(F)cc2s1
  A = -4%; B = -2%; C = 8.0%; D = 9%[46.1 µM]; E = -14%; F = 13%; G = 1%; H = 0%
> CCOC(=O)/C(C#N)=C/c1ccc(OC)c(OC)c1
  A = 4%; B = -16%; C = -0.1%; D = -3%[46.1 µM]; E = 5%; F = 0%; G = ?; H = -1%
> Cc1cc(NC(=O)CSCC(=O)N(c2ccc(F)cc2)C(C(=O)NC2CCCCC2)c2ccc(O)c(O)c2)no1 (stereo unspecified)
  A = -1%; B = -4%; C = 1.5%; D = -8%; E = -17%; F = ?; G = -15%; H = -4%
> O=C(O)C1CCCCC1C(=O)N1CCCC1 (stereo unspecified)
  A = -8%; B = 1%; C = 0.1%; D = -20%; E = -10%; F = 16%; G = 12%; H = 3%
> O=S(=O)(/C=C/c1ccccc1)N1CCN(c2cccc(Cl)c2)CC1
  A = 4%; B = -5%; C = 0.6%; D = -11%[46.1 µM]; E = -30%; F = -3%; G = -7%; H = 0%
> CCN(CC)CCCN=Cc1c(-c2ccccc2)[nH]n(-c2nc3ccccc3s2)c1=O
  A = 9%; B = 4%; C = -2.0%; D = -9%; E = -21%; F = 1%; G = .; H = .
> O=C(CCOc1ccccc1)Nc1ccccc1[N+](=O)[O-]
  A = -1%; B = 0%; C = 1.1%; D = -2%; E = -8%; F = 5%; G = 0%; H = -5%
> Cc1ccc(N=C(NOC(=O)c2ccccc2)c2nonc2N)c(C)c1
  A = -7%; B = -9%; C = -1.0%; D = -23%[46.1 µM]; E = ?; F = -2%; G = -13%; H = -7%
> CCCCC(CC(C)O)c1n[nH]c(=S)n1-c1ccccc1 (stereo unspecified)
  A = -6%; B = -2%; C = 0.0%; D = 12%; E = 5%; F = 10%; G = 1%; H = -6%
> COc1ccc2sc(NC(=O)c3ccco3)nc2c1
  A = -7%; B = 3%; C = -1.0%; D = -8%[46.1 µM]; E = -11%; F = 0%; G = 1%; H = -12%
> CCCn1cnc2c(c1=O)c1nc3ccccc3nc1n2Cc1ccccc1OC
  A = -3%; B = -4%; C = -1.1%; D = -10%[46.1 µM]; E = -4%; F = 4%; G = 4µM*; H = -5%
> COc1cccc(OC)c1C(=O)Nc1ccc(Cc2ccncc2)cc1
  A = -22%; B = -15%; C = -1.0%; D = 11%; E = -2%; F = -4%; G = 11%; H = -4%
> CC(C)Cc1ccc(/C=C/C(=O)N2CCCCC2)cc1
  A = 10%; B = .; C = -2.2%; D = -40%; E = -7%; F = 1%; G = ?; H = -7%
> COc1ccc(-c2nc(CS(=O)(=O)CC(=O)NCCc3cc(OC)ccc3OC)c(C)o2)cc1
  A = -4%; B = -3%; C = 1.8%; D = -22%[46.1 µM]; E = -4%; F = -8%; G = ?; H = -2%
> O=C(/C=C/c1ccco1)N/C(=C\c1ccccc1)C(=O)NCCc1nc2ccccc2[nH]1
  A = 0%; B = 2%; C = 0.0%; D = 3%; E = -1%; F = 5%; G = -1%; H = 10%
> CCOC(=O)CC(=O)NC1(Cc2ccc(O)cc2)CCCCC1
  A = 0%; B = 5%; C = 4.9%; D = 20%; E = -4%; F = -1%; G = 11%; H = -3%
> C=CCNC(=O)CSc1nnc(-c2ccccc2Br)n1-c1cccc(C(F)(F)F)c1
  A = -1%; B = -2%; C = -3.0%; D = -13%; E = 0%; F = 3%; G = ?; H = -13%
> CCn1c2ccccc2c2cc(N=C3SC(CC(=O)Nc4ccccc4OC)C(=O)N3C)ccc21 (stereo unspecified)
  A = 9%; B = -6%; C = 0.0%; D = 0%[46.1 µM]; E = ?; F = 2%; G = 2%; H = -14%
> CCOc1cc(C(=O)N/N=C/C2CC=CCC2)cc(OCC)c1OCC (stereo unspecified)
  A = -4%; B = -5%; C = 4.4%; D = 9%; E = -7%; F = -1%; G = ?; H = -3%
> CCOCCCNC(=S)N(Cc1ccccc1)Cc1nc2ccccc2c(=O)[nH]1
  A = 10%; B = 9%; C = -3.2%; D = 10%; E = 2%; F = 1%; G = ?; H = 6%
> CCN(CC)S(=O)(=O)c1ccc(Nc2ccc(-c3ccc4c(c3)OCCO4)nn2)cc1
  A = -12%; B = -10%; C = 3.5%; D = -14%[46.1 µM]; E = -26%; F = -3%; G = ?; H = 1%
> O=C(COC(=O)c1cccnc1)Nc1ccccc1
  A = -3%; B = -21%; C = -2.0%; D = -1%[46.1 µM]; E = 3%; F = 3%; G = 2%; H = -5%
> COc1cccc2sc(N(CCCN(C)C)C(=O)c3sc4ccccc4c3Cl)nc12
  A = -17%; B = -8%; C = 0.0%; D = -20%; E = -14%; F = -2%; G = 4%; H = ?
> c1ccc(Cc2nnc3sc(-c4ccc5c(c4)OCCO5)nn23)cc1
  A = 6%; B = 4%; C = 1.7%; D = -16%[46.1 µM]; E = -12%; F = -3%; G = ?; H = 0%[15.4 µM]
> CCCCOC(=O)Cn1c(-c2ccccc2)nc2ccccc2c1=O
  A = 0%; B = -2%; C = 1.1%; D = -14%; E = -22%; F = 10%; G = 1%; H = ?
> CC1CCN(C(=O)CSc2nnc(-c3cccnc3)n2C2CCCCC2)CC1
  A = -1%; B = 1%; C = -1.0%; D = 0%[46.1 µM]; E = 6%; F = 2%; G = ?; H = -8%
> N#CCSc1n[nH]c2nc3c(c(=O)n12)C1(CCCCC1)Cc1ccccc1-3
  A = 5%; B = -4%; C = -4.2%; D = -15%; E = ?; F = 10%; G = .; H = .
> Oc1c(C(c2ccco2)N2CCOCC2)sc2ncnn12 (stereo unspecified)
  A = 9%; B = 13%; C = 2.7%; D = -2%[46.1 µM]; E = -15%; F = -9%; G = 14µM*; H = 0%
> COc1ccc(NC(=O)C(=O)NCCN2CCN(C(=O)c3ccco3)CC2)cc1
  A = 3%; B = 8%; C = 1.2%; D = 10%; E = 2%; F = -11%; G = ?; H = -3%
> Cc1ccc(C)c(NC(=O)C(Sc2nc3ccccc3c(=O)n2CC(C)C)c2ccccc2)c1 (stereo unspecified)
  A = 13%; B = 7%; C = -3.0%; D = 1%; E = 2%; F = 1%; G = 15%; H = -2%
> N#Cc1c(-c2ccco2)nc(SCC(=O)Nc2ccc(S(N)(=O)=O)cc2)[nH]c1=O
  A = 8%; B = -13%; C = -0.2%; D = 3%[46.1 µM]; E = -4%; F = 4%; G = 7%; H = 10%
> Oc1cc(Cc2ccccc2)cnc1CN1CCCCC1
  A = -4%; B = -7%; C = 0.3%; D = 9%[46.1 µM]; E = 1%; F = 2%; G = 25µM*; H = 6%
> C=CCNC(=S)Nc1cc(Cl)ccc1OC
  A = -6%; B = -6%; C = -3.0%; D = 12%; E = -3%; F = -14%; G = -6%; H = -3%
> S=C1NCN(Cc2cccnc2)CN1
  A = 1%; B = -3%; C = -0.3%; D = -18%; E = -3%; F = 6%; G = 0%; H = -3%
> COc1cc(OC)nc(NC2OC(=O)c3ccccc32)n1 (stereo unspecified)
  A = 3%; B = -1%; C = -6.3%; D = -1%[46.1 µM]; E = 12%; F = 13%; G = 0%; H = -8%
> CN(C)c1ccc(NC(=O)Nc2cccc3ccccc23)cc1
  A = -4%; B = 5%; C = -1.4%; D = -9%; E = ?; F = -10%; G = ?; H = ?
> Cc1cc(-c2nnc3n2N=C(c2ccccc2Br)CS3)n[nH]1
  A = 8%; B = -3%; C = 1.8%; D = 20%; E = 7%; F = 0%; G = .; H = .
> O=C(O)C12CC3CC(C1)CC(n1cnc(Cl)n1)(C3)C2
  A = 6%; B = 1%; C = 0.0%; D = -9%[46.1 µM]; E = 4%; F = 3%; G = 6%; H = ?
> COc1ccc(N2C(=O)CC(C#N)=C2N)cc1
  A = 14%; B = 6%; C = -0.3%; D = 3%; E = -3%; F = -9%; G = ?; H = 8%

Three compounds out of the list, arranged by molar mass, rising.
Labels used below: A = GLA spleen mod; B = aGlu spleen mod; C = Epigenetic derep; D = NPSR antagonist; E = Tau fluor cs; F = GAA glycogen; G = ALDH1A1 inh; H = GAA inhib
> CCCCOC(=O)Cn1c(-c2ccccc2)nc2ccccc2c1=O
  A = 0%; B = -2%; C = 1.1%; D = -14%; E = -22%; F = 10%; G = 1%; H = ?
> CCOc1cc(C(=O)N/N=C/C2CC=CCC2)cc(OCC)c1OCC (stereo unspecified)
  A = -4%; B = -5%; C = 4.4%; D = 9%; E = -7%; F = -1%; G = ?; H = -3%
> CCOCCCNC(=S)N(Cc1ccccc1)Cc1nc2ccccc2c(=O)[nH]1
  A = 10%; B = 9%; C = -3.2%; D = 10%; E = 2%; F = 1%; G = ?; H = 6%

Following part
Labels used below: A = GLA spleen mod; B = aGlu spleen mod; C = Epigenetic derep; D = NPSR antagonist; E = Tau fluor cs; F = GAA glycogen; G = ALDH1A1 inh; H = GAA inhib
> Cc1nn(Cc2ccccc2)c(C)c1NC(=O)CCCn1nc(C)c([N+](=O)[O-])c1C
  A = -7%; B = -4%; C = -0.1%; D = 12%; E = -1%; F = 5%; G = ?; H = 5%
> COC(=O)CCCCCCCC(=O)Nc1nnc(C(F)(F)F)s1
  A = 3%; B = 0%; C = -0.3%; D = 7%; E = -13%; F = 3%; G = 3%; H = -1%
> CCOC(=O)CC1C(=O)NCCN1C(=S)Nc1ccccc1 (stereo unspecified)
  A = 19%; B = 16%; C = 0.0%; D = 15%; E = 1%; F = 5%; G = ?; H = 3%
> COc1ccccc1N1CCN(C(=O)c2ccc(CN3CCc4ccccc4C3)cc2)CC1
  A = -6%; B = -11%; C = 1.1%; D = -12%[46.1 µM]; E = -14%; F = 5%; G = -3%; H = -13%
> Cc1cc(C)n(-c2ccc(C(=O)Nc3cc(C(F)(F)F)ccc3N3CCOCC3)cc2)n1
  A = 10%; B = 8%; C = -1.4%; D = -11%[46.1 µM]; E = -1%; F = 21%; G = -1%; H = -4%

Entries of single compounds from above. Values in the order: GLA spleen mod, aGlu spleen mod, Epigenetic derep, NPSR antagonist, Tau fluor cs, GAA glycogen, ALDH1A1 inh, GAA inhib
CCOC(=O)CC1C(=O)NCCN1C(=S)Nc1ccccc1 (stereo unspecified) is listed with 19%, 16%, 0.0%, 15%, 1%, 5%, ?, 3%
Cc1cc(C)n(-c2ccc(C(=O)Nc3cc(C(F)(F)F)ccc3N3CCOCC3)cc2)n1 is listed with 10%, 8%, -1.4%, -11%[46.1 µM], -1%, 21%, -1%, -4%

Screens deposited in PubChem BioAssay by National Center for Advancing Translational Sciences (NCATS).
